M17LAP inhibition = P. falciparum M17LAP inhibitors, primary screen, biochemical, fluorogenic H-Leu-NHMec substrate, 1536-well (AID 1619); 220,000 compounds, 0.38% hits; one-dose inhibition, % at 30 µM; IC50 in µM for titrated hits; recombinant M17LAP, H-Leu-NHMec fluorogenic kinetic assay; higher % means a stronger effect;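 active = compound inhibiting the enzyme by more than half at any dose during confirmatory dose-response retesting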;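 also: plate controls were full reaction with DMSO carrier for no effect and no enzyme background for full effect; strong numbers were not always called active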
MT stabilize HCS = microtubule stabilization, imaging screen; HeLa tubulin immunostaining HCS, 24 h; share of cells brighter than vehicle mean+2SD; % tubulin-high responders, % at 10 µM; 200,000 compounds, 0.83% hits;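 active = plate Z-score above 3 for both tubulin-high and condensed-nucleus cell shares, with cell loss under 80%, at 10 µM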;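 also: anti alpha tubulin signal scored within the nucleus-defined area of each cell; some results filed as inactive read as strong as hits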
Yfh1-off respiration = mitochondrial function rescue without frataxin homolog – Friedreich's ataxia, plus single-dose screen, dose response (AID 1465) | S. cerevisiae Yfh1-off respiration, WST-1 reduction, 72 h; higher fold induction means a stronger effect | fold induction at 50 µM; hits with a dose series show EC50 in µM | 220,000 compounds, 0.074% hits;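 active = fold induction of absorbance versus untreated yeast above a set limit, then at least 30% activation at any dose in follow-up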;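 also: activators that raise dye reduction in frataxin-depleted yeast; strong numbers were not always called active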
NOD1 NF-kB reporter = inhibition of NOD1-driven NF-kB reporter – cell-based, luminescence, uHTS, primary screen (AID 1578); 290,000 compounds, 1% hits; NOD1-driven NF-kB luciferase reporter cells, luminescence; higher % means a stronger effect; one-dose inhibition, % at 4 µM; EC50 in µM for titrated hits; in the data active = inhibition mostly above about 36%, no sharp cut-off; inactive = mostly below about 34%;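 also: HEK-293T reporter cells stimulated with the NOD1 agonist gamma-tri-DAP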
HEK293 NOD2/NF-kB = NOD2 signaling inhibitors, cell-based, luminescence, uHTS, HEK293 (AID 1566); one-dose inhibition, % at 4 µM; EC50 in µM for titrated hits; 290,000 compounds, 0.63% hits; HEK293 NOD2/NF-kB luciferase reporter, luminescence; higher % means a stronger effect; in the data active = inhibition above about 50%; also: many of its hits are not listed in these tables
Dynein cargo inh = dynein cargo transport inhibition. z-score, hits read low. 220,000 compounds, 0.47% hits. 3617.4 mouse cells, GR-EGFP nuclear translocation imaging; test concentration mostly 20 µM; stimulated with dexamethasone, 1 µM; stronger effect = lower value;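 active = plate z-score of nuclear minus cytoplasmic receptor signal below a set negative limit, without overly bright fluorescence or cell loss, cut at about -3.5 in these data, passing the limit was not always enough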;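 also: z-score of nuclear minus cytoplasmic ring GR-EGFP intensity difference per well; some compounds called inactive have numbers as strong as hits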
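Buffer or medium: Induction medium lacking tetracycline, stripped serum | Also added: Dexamethasone agonist, 1.0 µM final, for 30 min | Timing: 48 h induction, 1 h compound, 30 min dex at 37 °C | Detection: Formaldehyde fixation, Hoechst nuclear stain, 10x automated fluorescence imaging | Measure: Nuclear versus cytoplasmic GR-EGFP signal, averaged per well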
Autophagy HCS = alters autophagy in cells; MEF GFP-LC3 puncta imaging; test concentration mostly 10 µM; 190,000 compounds, 0.98% hits; calls only at 10 µM (by protocol);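 active = percentage of spot-positive cells more than 3 SD above its plate mean, without a fluorescence outlier flag or 80% toxicity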;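 also: spot-positive cell cutoff set from DMSO-treated cells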
bCat nuc transl = beta-catenin nuclear translocation modulation. HeLa beta-catenin nuclear translocation, immunofluorescence imaging. nuclear translocation activity, % at 5 µM. 190,000 compounds, 0.3% hits;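 active = nuclear translocation activity above 50% at 5 µM, with a well cell count of 50 or more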;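 also: per-cell ratio of nuclear to cytoplasmic median beta-catenin stain intensity; plate controls were DMSO negative control for no effect and GSK-3 inhibitor IX positive control for full effect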
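Technique: fluorescence imaging of beta-catenin antibody stain plus DAPI / Material: human HeLa cell line / Incubation: compound treatment 24 h, 37°C, 5% CO2 / Read-out basis: % activation of per-cell nuclear versus cytoplasmic median beta-catenin signal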
Insulin prom up = MIN6 insulin promoter up-regulation; AID 1625; 190,000 compounds, 0.3% hits; MIN6 insulin promoter-GFP reporter, high-content imaging; stronger effect = higher value; z-score at 5 µM;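 active = z-score above 3 at 5 µM with at least 500 cells counted in the well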
Dynein cargo inh cytoplasmic EGFP = further read-out of Dynein cargo inh, marked with its call; z-score; measured here: cytoplasmic GR-EGFP intensity; stronger effect = higher value
Dynein cargo inh nuclear GR-EGFP = also measured in Dynein cargo inh; calls as there; z-score; measured here: nuclear GR-EGFP intensity;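 lower value marks the stronger effect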
Dynein cargo inh cell count = also measured in Dynein cargo inh; calls as there; z-score; measured here: cell count per field
Insulin prom up cell count = also measured in Insulin prom up; calls as there; cell count; measured here: cytotoxicity, nuclei count;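 total cells summed across four imaged fields per well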
bCat nuc transl cell count 5 µM = further read-out of bCat nuc transl, marked with its call; cell count; measured here: cell count, cytotoxicity flag
MT stabilize HCS Hoechst-high % = also measured in MT stabilize HCS; calls as there; % Hoechst-high responders; measured here: nuclear condensation Hoechst responders;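 share of cells brighter than vehicle mean plus two SD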
MT stabilize HCS cytotoxicity % = also measured in MT stabilize HCS; calls as there; toxicity, %; measured here: cytotoxicity by cell density;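 0% = mean cell density of plate MIN control wells and 100% = no cells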
Autophagy HCS cell loss 18 h = further read-out of Autophagy HCS, marked with its call; toxicity, %; measured here: cell loss, nuclei count;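 cell loss after 18 h compound exposure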
* marks the source's active call; other numbers are inactive results; i = inactive; . = no result given; + = active, no number. These rows are one share of the data, so the mix of outcomes need not match the whole.

SMILES	M17LAP inhibition	MT stabilize HCS	MT stabilize HCS Hoechst-high %	MT stabilize HCS cytotoxicity %	Yfh1-off respiration	NOD1 NF-kB reporter	HEK293 NOD2/NF-kB	Dynein cargo inh	Dynein cargo inh cytoplasmic EGFP	Dynein cargo inh nuclear GR-EGFP	Dynein cargo inh cell count	Autophagy HCS	Autophagy HCS cell loss 18 h	bCat nuc transl	bCat nuc transl cell count 5 µM	Insulin prom up	Insulin prom up cell count
O=C(N/N=C/c1cc([N+](=O)[O-])ccc1O)c1c[nH]c2ccccc12	-11.0%	.	.	.	i	5.6%	40.8%	-0.241	-0.242	0.461	-0.104	.	.	-0.1	1309	.	.
Cc1ccccc1Nc1nc(-c2sc(NC(=O)c3cccc(Cl)c3)nc2C)cs1	6.8%	3.5	1.8	0.9	i	3.7%	-37.7%	1.64	-0.241	-0.24	-0.811	i	-2.8	.	.	.	.
CC1CN(C(=O)c2scc3c2OCCO3)CC(C)O1 (stereo not given)	-3.1%	2.2	2.7	8.9	i	-6.7%	5.8%	-0.501	0.0584	-0.235	1.04	i	21.1	.	.	0.27	1353
Cc1ccc(C)c(S(=O)(=O)NCC(=O)Nc2sc3c(c2C(N)=O)CCC(C)C3)c1 (stereo not given)	-8.6%	2.6	1.2	7.0	i	11.0%	-6.1%	-0.885	-0.227	-0.454	1.42	i	-3.1	-2.1	1061	0.4	773
CCOC(=O)C1CCCN(c2nc3ccccc3nc2C(C#N)C(=O)NCc2ccccc2)C1 (stereo not given)	-6.7%	2.4	1.4	6.5	i	-20.8%	11.0%	-1.73	2.73	-0.133	0.43	i	-2.4	0.1	1064	0.14	1518
CC(C)NC(=O)C1(c2ccccc2)CCOCC1	-1.3%	2.9	2.3	5.0	i	10.1%	13.6%	-0.39	-0.175	-0.896	0.54	i	2.3	0.5	1262	0.31	1631
O=C(CCOc1ccccc1)NCC(c1ccco1)N1CCCCC1 (stereo not given)	-6.7%	3.8	3.4	5.0	i	-12.3%	-0.2%	-0.697	0.149	-0.083	0.399	i	-0.7	-2.4	1225	-0.67	1160
Cc1cc(NC(=O)CSc2nc(-c3ccccc3)nc3c2c(=O)n(C)c(=O)n3C)no1	0.5%	4.8	2.1	14.4	.	-1.5%	-1.1%	-0.493	-0.318	0.0152	0.227	i	-6.5	-2.4	1166	-0.12	1421
N/C(CS(=O)(=O)c1ccccn1)=N\OC(=O)c1ccccc1Cl	0.6%	.	.	.	i	-12.3%	2.6%	0.361	-0.207	-0.0654	-0.553	.	.	-0.5	1301	1.76	1457
O=C(COc1ncnc2ccccc12)NCC1CCCO1 (stereo not given)	8.5%	2.6	3.6	3.9	i	-39.7%	8.1%	1.84	-0.0886	1.55	-2.9	+	-9.9*	-6.9	1130	0.53	1076
COc1ccc(/C=N/Nc2nc(Nc3ccccc3)nc(N3CCCC3)n2)cc1	-9.6%	3.5	3.7	4.1	i	-23.0%	-38.0%	-0.623	0.00283	-0.237	0.209	i	-7.2	-1.0	1114	-0.52	1056
O=C(Nc1ccccc1F)Nc1cc(S(=O)(=O)N2CCOCC2)ccc1N1CCCC1	5.4%	2.7	1.3	6.0	i	-13.5%	3.8%	-0.00537	-0.261	0.203	-0.4	i	25.1	-0.8	1140	-0.22	1223
O=C(COC(=O)C12CC3CC(CC(C3)C1)C2)NCCCc1ccccc1	-2.4%	3.5	1.8	5.3	i	5.3%	10.8%	-0.247	-0.0443	-0.23	-0.624	i	-7.3	0.4	1092	1.25	1578
COc1cccc(C2=NOC(C(=O)NC3CCCCC3)C2)c1 (stereo not given)	6.8%	4.6	3.4	10.7	i	5.8%	-10.0%	0.669	-0.311	0.156	0.474	i	0.9	-0.8	1398	1.06	1379
COc1ccc(CNC(=O)C(=O)NCC2CCCO2)cc1 (stereo not given)	-1.0%	3.5	1.4	5.5	i	-6.2%	14.0%	-0.0968	-0.202	0.071	0.462	i	-0.3	-1.9	1016	-0.5	1359
O=c1[nH]nc(Sc2ncnc3sccc23)n1CCc1ccccc1	21.3%	3.8	4.5	3.8	.	67.9%	8.5%	-0.974	-0.139	-0.342	0.341	i	14.5	3.3	812	-0.53	1305
COc1cc(C(=O)Oc2ccccc2N)cc(OC)c1OC	-1.8%	2.5	2.2	5.3	i	7.6%	-0.2%	-0.141	-0.214	0.218	0.931	i	3.5	3.3	1054	0.73	803
Cc1c(NS(=O)(=O)c2ccc(C(=O)NCc3ccccc3)cc2)c(=O)n(-c2ccccc2)n1C	-1.3%	3.2	2.3	2.1	i	-27.0%	13.0%	-0.603	-0.249	0.201	0.703	i	17.4	-3.1	1084	0.08	1274
CCOC(=O)c1c(NC(=O)CSc2nnc(CNC(=O)c3ccco3)n2C)sc2c1CCC2	13.2%	4.9	4.3	4.9	i	.	30.4%	0.696	-0.252	0.406	-0.379	i	6.2	2.5	1408	-0.58	1406
S=c1[nH]nc(CSCCOc2ccc(Cl)cc2Cl)o1	-4.8%	.	.	.	i	-0.9%	-35.8%	0.544	-0.25	0.3	0.47	.	.	3.7	1037	0.39	1424
CCCn1c(Cc2ccccc2)n[nH]c1=S	3.1%	1.1	1.4	5.3	i	-13.4%	1.6%	-0.41	-0.084	0.00229	0.125	i	1.5	0.4	1176	-0.54	1329
Cc1ccc(S(=O)(=O)NCCSc2nnnn2-c2ccccc2)cc1	1.6%	5.5	2.6	6.0	i	-5.9%	14.3%	1.23	0.128	0.47	-1.46	i	6.5	-1.7	1234	-0.21	1258
Cc1cccc(N(C(=O)c2snc(C(N)=O)c2N)C(C(=O)NCC2CCCO2)c2cccs2)c1 (stereo not given)	-5.3%	1.5	0.9	2.7	i	-12.0%	14.5%	-0.592	0.241	-0.0797	0.588	i	-10.4	0.9	1007	-2.02	1365
CC1(C)CC(=O)C=C(NNC(=O)c2ccccc2)C1	4.5%	2.2	2.5	1.2	i	30.4%	-5.2%	-0.856	-0.221	0.19	0.439	i	3.8	0.2	414	0.13	1203
Cc1cc(C)c(C)c(S(=O)(=O)NCC(=O)Nc2sc3c(c2C(N)=O)CCCC3)c1C	-12.3%	3.6	2.0	8.6	i	-15.4%	-7.2%	-0.109	-0.263	0.0498	1.12	i	26.8	-1.3	1046	0.72	859
CCC(NS(=O)(=O)c1ccc(C)cc1)C(=O)N1CCC2(O)CCCCC2C1 (stereo not given)	9.9%	2.6	1.4	5.2	i	-4.2%	9.6%	-0.581	-0.237	-0.287	0.913	i	-11.1	.	.	-0.25	1155
CCOC(=O)c1nnc(-c2ccc(C)cc2)nc1Sc1ccc(Cl)cc1	1.2%	1.2	1.7	6.2	i	10.0%	-13.3%	0.0839	-0.205	-0.076	-0.556	i	-2.7	-1.3	1026	0.67	628
COc1ccccc1/C=C/C=N/NC(=O)c1ccncc1	14.5%	4.1	3.0	0.0	i	-12.8%	-4.6%	-0.181	-0.304	-0.333	0.411	i	-2.6	-2.1	545	0.04	1384
Cc1ncoc1C(=O)NCCC(c1ccccc1)c1ccccc1	2.4%	5.7	2.9	5.8	i	4.5%	5.2%	0.39	-0.33	0.625	0.0995	i	11.5	-1.4	1119	-0.05	1300
CCC(C)Sc1nnc(CNC(=O)C23CC4CC(CC(C4)C2)C3)n1C1CCCCC1 (stereo not given)	2.6%	3.0	2.2	7.0	.	-30.8%	-5.6%	-1.05	-0.318	-0.751	1.02	i	-0.6	-2.6	1160	0.14	1426
CCC(=O)N1CCN(c2ccc(NC(=O)c3ccc(N4CCCC4)c([N+](=O)[O-])c3)cc2)CC1	8.6%	3.2	3.2	5.5	i	-25.0%	18.1%	0.491	-0.212	0.0431	0.0466	i	-1.7	-0.4	947	-0.04	1282
O=C(c1c[nH]c(C(=O)N2CCN(Cc3ccccc3)CC2)c1)C1CCCCC1	5.5%	2.0	2.4	4.3	i	11.4%	12.4%	-0.214	-0.361	0.0411	0.109	i	-2.5	-1.2	1089	0.47	1110

Part of the list above, showing only MT stabilize HCS and bCat nuc transl.
SMILES | MT stabilize HCS | bCat nuc transl
Cc1cc(C)c(C)c(S(=O)(=O)NCC(=O)Nc2sc3c(c2C(N)=O)CCCC3)c1C | 3.6 | -1.3
CCC(NS(=O)(=O)c1ccc(C)cc1)C(=O)N1CCC2(O)CCCCC2C1 (stereo not given) | 2.6 | .
CCOC(=O)c1nnc(-c2ccc(C)cc2)nc1Sc1ccc(Cl)cc1 | 1.2 | -1.3
COc1ccccc1/C=C/C=N/NC(=O)c1ccncc1 | 4.1 | -2.1

3 compounds already listed, sorted by the number in M17LAP inhibition, low to high:
| compound | M17LAP inhibition |
| --- | --- |
| Cc1ncoc1C(=O)NCCC(c1ccccc1)c1ccccc1 | 2.4% |
| CCC(=O)N1CCN(c2ccc(NC(=O)c3ccc(N4CCCC4)c([N+](=O)[O-])c3)cc2)CC1 | 8.6% |
| CCC(NS(=O)(=O)c1ccc(C)cc1)C(=O)N1CCC2(O)CCCCC2C1 (stereo not given) | 9.9% |

Assay outcomes deposited in PubChem by several laboratories.
